KCC2 mod = KCC2 cotransporter modulators, thallium flux, primary screen, cell-based, HEK293 KCC2, FluoZin-2 fluorescence, MLSMR. Solute carrier family 12 member 5 (Homo sapiens), Q9H2X9. KCC2 cells, thallium flux FluoZin-2 fluorescence. B-score of Tl+ flux slope (higher = more flux/activation; lower = inhibition) at 10 µM. actives 2.2% (n = 190,000). AID 1456, 2008;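 active = thallium flux slope and its plate-corrected score both differing from the plate sample mean at a set confidence after two filtering rounds, in either direction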;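 note: slope of fluorescence scaled to starting intensity during 10 to 20 s after thallium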
Target sequence (Q9H2X9 whole entry, looked up): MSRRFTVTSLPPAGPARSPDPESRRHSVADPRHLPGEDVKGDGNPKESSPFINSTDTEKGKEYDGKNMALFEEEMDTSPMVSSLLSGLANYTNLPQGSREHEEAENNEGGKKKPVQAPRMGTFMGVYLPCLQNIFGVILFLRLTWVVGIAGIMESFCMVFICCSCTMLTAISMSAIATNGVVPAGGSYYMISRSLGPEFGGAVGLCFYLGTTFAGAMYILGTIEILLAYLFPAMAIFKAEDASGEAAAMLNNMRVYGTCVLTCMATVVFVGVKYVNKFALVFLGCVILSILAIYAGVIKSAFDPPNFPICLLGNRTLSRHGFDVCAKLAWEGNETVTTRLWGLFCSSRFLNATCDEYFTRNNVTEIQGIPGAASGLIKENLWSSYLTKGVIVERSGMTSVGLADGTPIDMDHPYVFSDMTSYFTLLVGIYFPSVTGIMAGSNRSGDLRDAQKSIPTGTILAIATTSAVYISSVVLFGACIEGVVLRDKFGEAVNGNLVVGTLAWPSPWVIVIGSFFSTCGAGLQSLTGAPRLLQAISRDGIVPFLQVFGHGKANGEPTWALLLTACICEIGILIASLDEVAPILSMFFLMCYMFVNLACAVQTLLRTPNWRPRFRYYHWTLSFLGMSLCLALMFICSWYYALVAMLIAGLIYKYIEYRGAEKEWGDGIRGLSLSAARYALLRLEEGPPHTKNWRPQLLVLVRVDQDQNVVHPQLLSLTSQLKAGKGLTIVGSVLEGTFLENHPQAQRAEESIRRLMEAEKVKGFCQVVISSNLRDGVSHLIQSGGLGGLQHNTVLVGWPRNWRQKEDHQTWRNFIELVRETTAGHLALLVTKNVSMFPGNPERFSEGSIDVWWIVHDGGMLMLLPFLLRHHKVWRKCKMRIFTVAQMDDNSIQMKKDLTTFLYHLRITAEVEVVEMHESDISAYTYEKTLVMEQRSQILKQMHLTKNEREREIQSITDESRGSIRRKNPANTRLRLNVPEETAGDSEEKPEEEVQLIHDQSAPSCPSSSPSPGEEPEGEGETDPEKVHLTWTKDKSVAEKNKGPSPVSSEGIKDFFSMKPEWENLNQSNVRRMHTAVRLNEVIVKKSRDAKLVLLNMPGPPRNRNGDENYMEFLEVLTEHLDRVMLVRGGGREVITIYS
Hck-Nef inh = inhibitors of Nef-activated human Hck kinase, primary screen, biochemical, Z-Lyte FRET, 384-well, Hck-YEEI. Tyrosine-protein kinase HCK (Homo sapiens), P08631. Recombinant Hck-YEEI plus Nef, Z-Lyte FRET kinase assay. inhibition, % at 20 µM. actives 0.68% (n = 220,000). AID 463187, 2010;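 active = Hck-Nef kinase inhibition above about 50%, limit read from the data; inactive = inhibition below that limit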;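 note: 0% = DMSO with Hck plus Nef and 100% = Hck alone without Nef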
L929 necroptosis = inhibitors of zVAD-triggered necroptosis, primary screen, L929 cells; L929 zVAD necroptosis rescue, ATP luminescence, 24 h; with zVAD 60 µM; viability rescue, % at 10 µM; actives 0.38% (n = 220,000); AID 1377, 2008;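 active = activation, scaled between plate controls, above about 75%, limit read from the data; inactive = activation under that limit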;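 note: 0% = zVAD with DMSO and 100% = DMSO alone without zVAD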
KLK5 inh = human KLK5 protease inhibitors, primary screen, biochemical, 1536-well; recombinant hK5, fluorogenic AMC substrate cleavage; inhibition, % at 5 µM; actives 0.59% (n = 210,000);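 active = inhibition of 40% or more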;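 note: 0% = enzyme controls without compound and 100% = no-enzyme blanks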
Rad51 HR inh = human RAD51 strand exchange inhibitors, primary screen, biochemical, fluorescence; hRad51 DNA strand exchange, fluorescence dequenching; actives 0.085% (n = 200,000); AID 1385, 2008; inhibition, % at 10 µM; DNA repair protein RAD51 homolog 1 (Homo sapiens), Q06609;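 active = inhibition above 40% at the single screening dose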;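 note: 0% = DMSO control wells and 100% = blanks with heterologous ssDNA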
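Test system: preformed human Rad51 ssDNA filaments; also added: Donor/quencher-labelled 47-bp dsDNA substrate; doses: 10 µM final, single point; times: 37 °C 15-min filament assembly, 30-min compound preincubation, 15-min exchange; detection: FRET fluorescence dequenching, excitation 485 nm, emission 520 nm; read-out basis: Fluorescence-based percent inhibition, control- and blank-normalised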
TNF necrop inh = inhibitors of TNF-alpha triggered necroptosis, primary screen, cell-based, Jurkat FADD-/-, single concentration; activation (protection from cell death), % at 10 µM; Jurkat FADD-/- TNF necroptosis rescue, ATP luminescence, 24 h; 0 = TNF only, 100 = no-TNF cells; AID 463075, 2010; actives 0.068% (n = 220,000);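 active = activation, meaning protection from cell death, of at least 50% relative to plate controls; inactive = activation below 50%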;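 note: necroptosis triggered by 40 ng/mL TNF-alpha added together with compound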
FXIa inh = human FXIa protease inhibitors, primary screen, biochemical, 1536-well. Coagulation factor XI (Homo sapiens), P03951. purified FXIa, Boc-Glu-Ala-Arg-AMC fluorogenic substrate. inhibition, % at 5 µM. actives 0.14% (n = 220,000);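 active = inhibition of at least 40%; inactive = inhibition below 40%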;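 note: fluorescence of freed AMC excited at 355 nm; 0% = enzyme without compound and 100% = no enzyme blank; many of its hits are not listed in these tables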
thrombin 1536 = human alpha-thrombin inhibitors, primary screen, counter-screen for coagulation protease inhibitor project, biochemical, 1536-well, fluorogenic AMC substrate; Prothrombin (Homo sapiens), P00734; Boc-VPR-AMC fluorogenic substrate cleavage; inhibition, % at 5 µM; actives 0.26% (n = 220,000);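 active = inhibition at or above 40%; inactive = inhibition below 40%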;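 note: 0% = enzyme with no compound and 100% = wells without enzyme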
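System: Human alpha-thrombin protein | Medium: pH 7.5 Tris (50 mM) with NaCl 150 mM, Tween 20 0.05% | Times: Enzyme reaction carried out at room temperature | Detection: AMC fluorescence, 355/460 nm | Evaluation: Percent inhibition scaled between no-compound controls and no-enzyme blanks | Benchmarks: Enzyme without compound as high, wells lacking enzyme as low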
FXIIa inh 1536 = human FXIIa protease inhibitors, primary screen, biochemical, 1536-well | Coagulation factor XII (Homo sapiens), P00748 | purified FXIIa, Boc-QGR-AMC fluorogenic substrate, 2 h | inhibition, % at 5 µM | actives 0.3% (n = 220,000) | AID 800, 2007; in the data active = inhibition above about 40%;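 note: 0% = enzyme with no compound and 100% = blank without enzyme; many of its hits are not listed in these tables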
* = called active by the depositor; . = no result given.

Fields – KCC2 mod	Hck-Nef inh	L929 necroptosis	KLK5 inh	Rad51 HR inh	TNF necrop inh	FXIa inh	thrombin 1536	FXIIa inh 1536
- COc1cc(/C=N/NC(=O)COc2ccc(Cl)cc2)ccc1OS(=O)(=O)c1ccc(C)cc1
→ -0.028	-23	4.4	-17	-3	3.2	-13	-1	7
- CCCCNC(=O)c1ccccc1NC(=O)CCSc1ccccc1
→ -1	0	0.0	-21	-7	-1.2	4	-9	-1
- O=C(CN1CCCN(S(=O)(=O)c2ccc(F)cc2)CC1)Nc1ccccc1Br
→ 0.54	-6	-0.8	12	-1	0.9	-2	-3	5
- CCCNc1nc(-c2ccccc2)c(C(=O)OCC)cc1C#N
→ .	3	-0.1	-1	8	-18	6	5	1
- CN1CCC(N(C)CC(=O)Nc2cccc(Oc3ccccc3)c2)CC1
→ .	0	-0.6	-9	1	-0.5	5	2	13
- COc1ccc(S(=O)(=O)NCc2ccc3c(c2)cc(C)n3C)cc1
→ -0.19	0	1.9	-1	-8	0.5	4	4	15
- CC(C)(C)n1nnnc1C(c1cccs1)N1CCN(c2ccccc2)CC1 (stereo not drawn)
→ -0.64	0	-0.2	-1	5	-0.5	-4	-6	3
- CCc1c(C)nc(N)n2c(SCC(=O)N3CCCc4ccccc43)nnc12
→ 0.054	0	-0.1	8	4	0.0	-8	-7	-8
- COc1cc(C=O)ccc1Oc1cnccn1
→ 0.012	24	1.2	-3	9	-0.4	-2	.	3
- CN(C)c1ccc(-c2nn3c(-c4ccc(Cl)cc4Cl)nnc3s2)cc1
→ 0.51	39	1.9	1	.	-14	-1	-4	8
- CC(=O)c1cccc(NC(=S)NC(=O)CC(C)C)c1
→ 0.79	1	-0.6	-6	-1	1.3	1	-3	12
- CCN(CC)S(=O)(=O)c1ccc(N2CCOCC2)c(C(=O)O)c1
→ -1.5	11	0.3	-14	6	0.7	0	-2	9
- COCCN1C(=O)c2oc3c(C)cc(C)cc3c(=O)c2C1c1cccc(O)c1 (stereo not drawn)
→ -0.43	0	-0.1	-24	2	1.4	-6	-3	0
- CC1CCC(C(C)C)C(OCC(O)CN2CCN(Cc3ccccc3)CC2)C1 (stereo not drawn)
→ 0.4	1	0.1	6	-7	-10	1	5	-1
- COCCCNC(=O)COc1cc(C)c(Cl)c(C)c1
→ 0.94	1	0.6	3	0	-4.3	0	0	14
- Cc1cccc(N2CCN(Cc3oc(CO)cc(=O)c3O)CC2)c1C
→ .	1	3.0	5	1	1.1	3	-19	-13
- Cn1c(=O)n(Cc2ccccc2Cl)c2ccccc21
→ 0.0043	17	-0.4	-1	5	-1.7	-3	-8	3
- Cc1ccc(-n2c(O)cnc2Nc2nc(C)cc(C)n2)cc1
→ 0.35	1	-0.2	-1	.	-1.0	1	1	8
- O=C(O)c1cccnc1SC1CC(=O)N(CCc2ccccc2)C1=O (stereo not drawn)
→ .	-2	0.9	8	1	0.7	-15	2	16
- CC1CN(C2CCCCC2)c2nc3c(c(=O)n(C)c(=O)n3C)n2C1 (stereo not drawn)
→ 0.057	0	0.6	-4	1	-4.5	1	-4	7
- CC(C)CC1c2[nH]c3ccccc3c2CCN1C(=O)c1cnccn1 (stereo not drawn)
→ 0.096	2	1.1	.	.	3.3	-4	-10	1
- Cc1ccc(C(=O)OCC(=O)NCc2ccc3c(c2)OCO3)s1
→ 0.9	2	-0.1	4	11	-3.4	7	7	3
- O=C(Nc1ccc2c(c1)CCC2)c1cnn2c1NC(c1ccco1)CC2C(F)(F)F (stereo not drawn)
→ -0.3	10	-0.1	3	.	-1.9	3	5	15
- Cc1ccccc1Cn1nc(C)c(NC(=O)c2ccccc2)c1C
→ 1.1	-7	2.4	-24	9	0.1	-7	-3	-8
- O=C(NCc1ccccn1)C1CCN(Cc2cnn(-c3ccccc3)c2-n2cccc2)CC1
→ 0.23	2	3.0	-11	2	0.8	0	-7	4
- Cc1ccc(C)c(/C=C(\C(=O)O)c2ccc(S(=O)(=O)N3CCCCC3)s2)c1
→ -2.5	41	8.1	-16	5	-0.1	1	4	1
- O=C(CSc1nc2ccc([N+](=O)[O-])cc2s1)NC1CCS(=O)(=O)C1 (stereo not drawn)
→ 0.086	18	1.4	-7	-37	2.4	-6	-17	-1
- C/C(=N/OC(=O)c1c(-c2c(F)cccc2Cl)noc1C)c1cnccn1
→ -2.5	5	-0.2	.	.	-2.0	2	0	11
- O=C(N/N=C/c1ccco1)c1cccc(N2Cc3ccccc3C2)c1
→ 0.11	39	1.0	-1	.	0.0	2	-3	4
- Cc1ccc(CN2CCC(N3CCC(C(=O)NCC4CCCO4)CC3)CC2)o1 (stereo not drawn)
→ -0.32	19	-0.9	10	-2	0.6	13	-3	12
- CCOC(=O)c1nc(S(C)(=O)=O)ncc1N1CCOCC1
→ .	2	0.5	-2	-3	0.1	3	-4	19
- COc1ccccc1CNC(=O)C1CCC(CNc2c(N3CCC(C)CC3)c(=O)c2=O)CC1 (stereo not drawn)
→ -0.79	18	0.4	3	17	1.4	0	-2	8
- Cc1cccc(C(=O)NCCc2n[nH]c(=S)n2C)c1
→ -2	3	0.6	-18	.	0.4	4	-5	3
- COCCCNC(=O)CN1C(=O)/C(=C\c2ccc(C)cc2)Sc2ccccc21
→ -0.49	-3	-0.1	-12	5	1.3	2	-6	10
- CCCCCCCCNC(=O)C(CCC(=O)OCc1ccccc1)NC(C)=O (stereo not drawn)
→ .	1	0.6	-37	2	1.2	-6	-3	9
- Cc1ccc(/C=C/C(=O)NCCc2c[nH]c3ccccc23)o1
→ -1.5	30	2.1	-3	-3	0.8	1	-3	4
- CCOc1cc(CNc2ccccc2)cc(Br)c1OCc1ccc(F)cc1
→ -0.23	7	0.8	-10	0	0.6	-15	-3	0
- CCC(Sc1nc2n[nH]c(C)c2c(=N)n1-c1ccc(C)c(Cl)c1)C(=O)N1CCOCC1 (stereo not drawn)
→ -1.5	4	2.6	17	2	-8.9	7	2	14
- O=C(CSc1oc(-c2ccc(F)cc2)nc1S(=O)(=O)c1ccc(F)cc1)NCC1CCCO1 (stereo not drawn)
→ -0.3	3	0.0	-17	-5	0.1	-5	-2	-1
- Cc1ccccc1Nc1ncnc2c1cnn2-c1ccccc1
→ 0.011	56*	66	-11	-2	3.2	3	-4	11

Records listed so far that bear a hit mark in Hck-Nef inh:
structure | KCC2 mod | Hck-Nef inh | KLK5 inh | FXIa inh | FXIIa inh 1536
Cc1ccccc1Nc1ncnc2c1cnn2-c1ccccc1 | 0.011 | 56* | -11 | 3 | 11

(more compounds)
Fields – KCC2 mod	Hck-Nef inh	L929 necroptosis	KLK5 inh	Rad51 HR inh	TNF necrop inh	FXIa inh	thrombin 1536	FXIIa inh 1536
- Cc1cc(C(=O)CSc2nnc(C3COc4ccccc4O3)n2C)c(C)n1-c1ccc(F)cc1 (stereo not drawn)
→ 0.19	1	0.1	-1	8	-0.2	6	2	15
- Cc1cc(-c2ccccc2)nc2cc(C(=O)N(Cc3ccccc3)Cc3ccccc3)nn12
→ -1.5	-2	-0.4	-9	2	-7.2	10	2	19
- Cn1c(CN2CCCCC2)nc2cc(NS(=O)(=O)c3ccc(F)cc3)ccc21
→ 1.7	9	-0.2	.	.	3.3	0	30	2
- CCN(CC)c1ccc(/C=N/NC(=O)c2cnccn2)cc1
→ 0.57	-9	-2.2	1	21	-5.4	-3	5	4
- O=C(NC(=S)Nc1ccccc1N1CCOCC1)c1ccc(-c2cc(Cl)ccc2Cl)o1
→ 1.6	4	1.8	1	4	1.6	3	1	2
- Cc1cc(Cl)nc2c(C(C)C)cccc12
→ 0.91	10	-0.7	5	-3	-0.2	-4	-15	10
- Cc1cc(Nc2ccccc2N2CCOCC2)n2ncnc2n1
→ 0.28	0	0.1	-13	7	-4.1	-1	-3	8
- CN(C)C(=O)c1cc([N+](=O)[O-])cc([N+](=O)[O-])c1N(C)C
→ -0.3	0	0.3	-11	9	-1.3	1	3	14
- COc1ccccc1NC(=O)COC(=O)Cc1cccs1
→ 0.59	19	1.7	3	-6	0.2	0	0	11
- COc1ccc(C(=O)CCN2CCN(c3ccccc3OC)CC2)cc1
→ -0.32	23	0.3	-6	4	-0.4	-6	-6	5
- Cc1cc(NC(=O)C23CCC(C)(C(=O)O2)C3(C)C)no1 (stereo not drawn)
→ -0.055	0	0.1	-4	6	-1.0	1	2	14
- CCOc1ccc(OCCSc2nc3ccccc3o2)cc1
→ -1.2	-20	-1.2	9	3	-0.1	0	0	16
- O=C(CSc1nnc(COc2cccc3cccnc23)o1)N1CCN(C(=O)c2ccco2)CC1
→ 0.7	7	0.5	-12	12	-1.4	3	-3	10
- COC(=O)C1=C(C)Nc2ncnn2C1c1ccc(OCc2ccccc2)cc1 (stereo not drawn)
→ 0.87	1	1.5	-11	5	1.0	3	-4	8
- N/C(=N\OC(=O)c1ccc2c(c1)OCO2)c1ccc([N+](=O)[O-])cc1
→ 0.4	13	1.6	-9	-2	-0.6	1	-9	4
- CN1CCc2c(sc3c2C(=O)NC(c2ccco2)N3)C1 (stereo not drawn)
→ .	2	0.3	-36	-2	-0.9	2	1	8
- COCc1cc(C)nc(N/N=C/c2ccc(-c3ccc(C(=O)O)c(Cl)c3)o2)c1C#N
→ 0.077	7	2.2	-4	19	-0.6	2	2	8
- COc1cc(Cl)ccc1NC(=O)COc1ccccc1C(=O)N1CCN(c2ccc(O)cc2)CC1
→ .	1	0.2	-6	.	-8.6	-3	2	-3
- Cc1ccc(CN2C(=O)/C(=C\c3ccc(C(=O)NCc4cccnc4)cc3)Oc3ccccc32)cc1
→ 0.12	6	1.1	-8	0	0.5	6	-6	2
- Cc1cc(=O)oc(C)c1C(=O)Nc1ccc(N(C)C)cc1
→ 0.15	12	0.8	1	.	-1.0	2	-4	5
- Cc1c(C(=N)C(C#N)C#N)c(=N)oc2c1ccc1ccccc12
→ -0.72	3	0.8	4	-22	-11	-6	-4	3
- COc1ccccc1-n1c(-c2cn(C)nc2C)n[nH]c1=S
→ -1.5	0	0.9	-12	0	2.1	-3	-9	17
- COc1ccc2oc(C)c(C(N)=O)c2c1
→ 0.048	0	0.0	-33	-3	-0.8	20	-11	0
- O=C1OCC(CO)(CO)N=C1NNc1cc(Cl)ccc1Cl
→ -0.14	11	-0.1	-11	2	-1.3	-5	-1	8
- CCN(c1ccccc1)S(=O)(=O)c1cc(C(=O)O)ccc1C
→ -0.7	0	-0.3	-74	-12	-0.3	8	2	17

Some of the compounds tested. The share of hits here may be higher or lower than overall.
